CBFb-RUNX1 inh = qHTS Assay for Compounds Blocking the Interaction Between CBF-beta and RUNX1 for the Treatment of Acute Myeloid Leukemia; AlphaScreen CBFb-His/RUNX1-biotin binding, biochemical; Potency, µM (top dose mostly 59.8 µM), for inactives: at the highest dose activity, negative = inhibition, actives largely listed as inhibitors; 230,000 tested, under 10 active; further: % of control where 0% means no effect
Target sequence (Q01196 whole entry, looked up): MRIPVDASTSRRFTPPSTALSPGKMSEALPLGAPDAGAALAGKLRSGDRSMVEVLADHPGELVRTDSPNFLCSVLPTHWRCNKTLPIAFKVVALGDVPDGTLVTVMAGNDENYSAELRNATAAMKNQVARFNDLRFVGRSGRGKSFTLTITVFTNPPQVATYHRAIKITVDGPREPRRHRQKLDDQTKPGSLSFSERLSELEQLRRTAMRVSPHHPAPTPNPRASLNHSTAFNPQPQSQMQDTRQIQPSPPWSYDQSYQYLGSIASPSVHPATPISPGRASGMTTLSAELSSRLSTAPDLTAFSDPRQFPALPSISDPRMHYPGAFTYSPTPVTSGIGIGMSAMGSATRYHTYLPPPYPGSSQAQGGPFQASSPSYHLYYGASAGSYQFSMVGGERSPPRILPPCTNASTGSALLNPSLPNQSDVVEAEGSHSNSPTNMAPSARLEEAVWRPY
Target sequence (Q13951 whole entry, looked up): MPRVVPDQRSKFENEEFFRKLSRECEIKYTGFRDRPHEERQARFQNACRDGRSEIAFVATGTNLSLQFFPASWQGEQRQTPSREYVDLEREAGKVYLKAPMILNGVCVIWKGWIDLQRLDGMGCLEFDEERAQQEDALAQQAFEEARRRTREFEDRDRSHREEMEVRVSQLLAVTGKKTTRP
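His-tagged CBF-beta and biotinylated RUNX1 (30 nM each) were premixed 20 min at room temperature, exposed to compound for 15 min, then given nickel-chelate and streptavidin AlphaScreen beads (50 ng each). After 90 min, AlphaScreen signal was read.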
HTT ATP protect = qHTS Multiplex Assay to Identify Dual Action Probes in a Cell Model of Huntington: Cytoprotection (ATP). Potency, µM (titrated, usually from 56.4 µM), for the others: cytoprotection (ATP increase), usual class: activators. PC12 HTT-Q103 induced, cytoprotection, ATP luminescence, 40 h. 0.14% of 230,000 active;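 further: potency means the concentration at half of the fitted maximal effect; % of control where 0% means no effect; nearly all actives have a fitted effect of over 45% in size; toxic huntingtin expression switched on by the ecdysone agonist tebufenozide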
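Cells were plated at 1500 per well in phenol red-free DMEM with 5% equine and 5% calf serum. Tebufenozide (100 nM final) and compounds were added, then ATPlite reagent, and luminescence was read.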
IMPase Li cell = qHTS Assay for Identifying the Cell-Membrane Permeable IMPase Inhibitors: Potentiation with Lithium. 0.35% of 210,000 active. Potency, µM (highest dose often 59.4 µM), without a hit: at the highest dose activity, negative = IMPase inhibition, most hits filed as inhibitors. CHO-M1 cells, IP1 TR-FRET (IP-One), carbachol + lithium;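 further: IP1 builds up when IMPase is blocked and the TR-FRET signal falls; potency means the concentration at half of the fitted maximal effect; plate controls were basal vehicle for no effect and high inhibitor control for full effect; nearly all actives have a fitted effect of over 50% in size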
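CHO-M1, 2000 cells/well, 16–30 h culture; cpd + low Li+, 30 min 37C; lysis with d2-IP1/Eu-anti-IP1 Ab, 10 min RT; TR-FRET 665/620 ratio and 620 channel; AC50 via Hill.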
HTT aggregate = qHTS Multiplex Assay to Identify Dual Action Probes in a Cell Model of Huntington: Aggregate Formation (GFP) | PC12 HttQ103-GFP aggregates, Acumen cytometry, 40 h | Potency, µM (titrated, usually from 46.1 µM), without a hit: at the top dose activity change, negative = inhibition, hits mostly inhibitors | 1.1% of 220,000 active | AID 1688, 2009; further: potency means the concentration at half of the fitted maximal effect; on the % scale 0 is the no-effect control and ±100 the full control effect; nearly all actives have a fitted effect of over 60% in size
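Ecdysone-promoter PC12 model expressing HTT exon 1 Q103 fused to GFP, induced by tebufenozide at 100 nM final. Compounds titrated; aggregates sized 1–25 µm scored on a 488 nm laser cytometer.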
LMNA splice mod = qHTS Assay for Modulators of Lamin A Splicing | HeLa LMNA splicing GFP/RFP minigene ratio, 48 h | Potency, µM (top dose mostly 46.1 µM), inactives show at the top dose ratio change, negative = inhibition, most hits filed as inhibitors | 0.01% of 200,000 active | AID 1487, 2009; active means well fitted inhibition curve with a large enough effect in the signal ratio, with a control signal flat, not every such curve was filed as active; inconclusive means small, poorly fitted or top-dose-only effect, or effect the other way, or a change in a side signal; the % refers to the signal ratio; further: potency means the concentration at half of the fitted maximal effect; on the % scale 0 is the no-effect control and ±100 the full control effect
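S3 HeLa stable clones carrying a lamin A-EGFP splicing minigene plus DsRed2 were seeded at 600 cells/well in Opti-MEM with 2% FBS, pin-dosed and incubated 48 h at 37°C. Acumen cytometry (488 nm) gave the GFP/RFP total-intensity ratio.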
Luc counter = Counterscreen for Luciferase (Kinase-Glo TM) Inhibition. Kinase-Glo luciferase, ATP luminescence, 8 min. Potency, µM (highest dose often 38.3 µM), for the others: top-dose activity change, negative = inhibition, actives largely listed as inhibitors. 0.28% of 200,000 active. AID 1379, 2008; further: potency means the concentration at half of the fitted maximal effect; on the % scale 0 is the no-effect control and ±100 the full control effect; nearly all actives have a fitted effect of over 60% in size
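Kinase-Glo luciferase light output from ATP and luciferin was measured with 10 uM ATP, within the enzyme's linear range. Buffer: 50 mM imidazole pH 7.2, 50 mM KCl, 7 mM MgCl2, 0.01% Tween 20, 0.05% BSA; luminescence read after 8 min at ambient temperature.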
SMN2 splice up = qHTS Assay for Enhancers of SMN2 Splice Variant Expression; HEK293 SMN2-luciferase splicing reporter, luminescence, 30-36 h; Potency, µM (series often up to 46.1 µM), for inactives: top-dose activity change, positive = activation, most hits filed as activators; 2.8% of 210,000 active; AID 1458, 2008; further: potency means the concentration at half of the fitted maximal effect; % of control where 0% means no effect; nearly all actives have a fitted effect of over 55% in size
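HEK293 cells carry an SMN2 […]–luciferase reporter in which exon 7 inclusion puts luciferase in frame. Cells were plated 10-12 h before compound addition, then incubated 30-36 h at 37C. ONE-Glo luminescence was read; sodium butyrate at 4.5 mM final served as control.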
Numbers without * were called inactive; ? = inconclusive; nt = not tested or not shown; & = joins results of further samples; [ ] = dose if it differs, or a comment. Unless noted, the call rests on the fitted dose curve; in most records, active means well fitted curve in the direction sought with a large enough effect; inconclusive means small, poorly fitted or top-dose-only effect, or another doubt; inactive means no such curve, though single readings can be large; an effect the other way counts as inactive or inconclusive.

SMILES,CBFb-RUNX1 inh,HTT ATP protect,HTT aggregate,Luc counter,IMPase Li cell,SMN2 splice up,LMNA splice mod
COc1ccc(/C=C/C(=O)OCC(=O)Nc2cccc(Oc3ccccc3)c2)c(OC)c1,8.0%,nt,-9.6%,0.5%,1.1%,20.7%,?
c1cc(CN2CCCCC2)cc(OCCCNc2nc3ccccc3s2)c1,16.0%,2.8%,-3.5%,-1.9%&-2.2%,20.9%&20.3%&25.5%,-46.3%&-34.0%[inhibitor],?
O=C(COc1ccc(-c2nnco2)cc1)NC1CCCc2ccccc21 (centres undefined),1.4%,-10.2%,2.1%,1.1%,-0.6%[38.3 µM],-12.5%,-2.8%
COc1ccc(NC(=O)CC(C)C)c(OC)c1,-4.5%,34.5%[10 µM],13.1%,-3.5%,15.3%[38.3 µM],3.4%,-0.5%
COCCNC(=O)Cn1cc2c(n1)CCCCC2,9.0%,15.6%[10 µM],-22.0%,-1.2%,3.9%[38.3 µM],-0.2%,-11.3%
CCSc1nc2ccccc2n1CC(=O)N1CCCCC1,1.4%,-6.2%[10 µM],7.5%,7.9%,1.7%[38.3 µM],3.3%,2.5%
CC(C)[C@H](NC(=O)c1ccccc1)C(=O)OCC(=O)c1ccccc1F,4.4%,6.5%,3.5%,-1.1%,18.5%,-25.5%,?
COc1ccc2nc(COC(=O)c3cccc([N+](=O)[O-])c3)c(C(C)=O)[n+]([O-])c2c1,3.4%,8.2%[10 µM],8.7%[9.22 µM],nt,nt,nt,nt
Cc1occc1C(=O)N=Nc1c(O)n(C)c2ccccc12,8.9%,-23.4%[10 µM],-11.1%,-29.8%,5.7%,2.82µM*,-9.8%
Cc1nc2c(o1)CCc1ccccc1C2N1CCN(C)CC1 (centres undefined),5.8%&8.5%,?,?,11.6%&-0.3%,20.5%[38.3 µM],-3.8%&8.2%,0.0%
CC(C)CCN1CC(O)=C(c2nc3ccccc3[nH]2)C1=N,-1.6%,4.8%,14.9%,-2.5%,17.7%[38.3 µM],25.1%,2.8%
CO[C@@H]1CC[C@@]2(C)[C@@H](CC[C@@]3(C)[C@H]2CC=C2[C@H]4CC(C)(C)[C@H](O)[C@@H](OC(C)=O)[C@]4(CO)[C@H](O)C[C@]23C)[C@@]1(C)CO (tested in a mixture with another compound),1.5%[21.7 µM],-14.0%[40.3 µM],nt,-0.2%[17.1 µM],-3.8%,-2.7%[20.6 µM],-20.0%
O=C(COc1ccccc1)Nc1ccc2c(c1)Cc1cc(NC(=O)COc3ccccc3)ccc1-2,-3.9%,-18.8%[10 µM],24.9%,nt,nt,nt,-11.3%
ON1C(c2ccccc2C(F)(F)F)N(O)[C@H]2CCCC[C@H]21 (some centres undefined),6.1%,1.1%[0.074 µM],3.2%,1.1%,-5.4%[38.3 µM],-17.5%,14.0%
Cc1onc(-c2ccccc2Cl)c1C(=O)Nc1ccccc1C(N)=O,-4.2%,-11.2%,-25.6%,-5.7%,-12.9%[38.3 µM],-25.3%,-6.7%
Nc1c(C(=O)NCCc2ccccc2)nnn1Cc1ccccc1,1.6%,17.0%[10 µM],-4.0%,-2.0%,3.7%,?,-7.2%
O=C(NCc1ccccc1)c1onc(CSc2ccccc2)c1C(=O)NCC1CC1,?,-20.5%[10 µM],-16.2%[9.22 µM],nt,nt,nt,nt
COC(=O)c1ccc(Cl)c(NC(=O)CN(c2ccc3c(c2)OCO3)S(C)(=O)=O)c1,2.2%,-8.6%[0.074 µM],-15.3%,0.1%,17.2%[38.3 µM],-19.5%,-7.2%
Cc1ccc(O)c(-c2cc(C(F)(F)C(F)F)nc(-c3ccccc3)n2)c1,-1.9%,-3.3%,-2.9%,0.9%,3.4%[38.3 µM],-6.7%,-0.7%
COc1ccc(NC(=O)CSc2ccc3ccccc3c2)cc1S(=O)(=O)N1CCCCC1,-6.4%,4.5%[10 µM],14.5%,0.6%,-8.4%,-75.0%[inhibitor],?

Of the compounds above, these have four or more nitrogen atoms.
SMILES,CBFb-RUNX1 inh,HTT ATP protect,HTT aggregate,Luc counter,IMPase Li cell,SMN2 splice up,LMNA splice mod
CC(C)CCN1CC(O)=C(c2nc3ccccc3[nH]2)C1=N,-1.6%,4.8%,14.9%,-2.5%,17.7%[38.3 µM],25.1%,2.8%
Nc1c(C(=O)NCCc2ccccc2)nnn1Cc1ccccc1,1.6%,17.0%[10 µM],-4.0%,-2.0%,3.7%,?,-7.2%

Further records
SMILES,CBFb-RUNX1 inh,HTT ATP protect,HTT aggregate,Luc counter,IMPase Li cell,SMN2 splice up,LMNA splice mod
O=C(c1ccccc1NS(=O)(=O)c1ccc(F)cc1)N1CCCC1,-0.8%,7.8%,8.4%[9.22 µM],5.6%,-7.3%[38.3 µM],-15.9%,4.2%
Cc1cc(C)n2nc(SCC(=O)Nc3ccccc3)nc2n1,1.2%,5.1%,9.7%,-0.3%,-3.7%,15.4%&-3.0%,-18.1%[46 µM]
Clc1cccc(N=C2NN=C(c3ccc4c(c3)OCCO4)CS2)c1,?,-71.9%[inhibitor],?,-5.0%,7.1%[38.3 µM],-34.6%[inhibitor],-5.6%
O=C(O)C1=C[C@@H](c2ccc(F)cc2)C[C@@H](OCCCCO)O1,8.9%,13.4%[10 µM],-9.0%[9.22 µM],nt,nt,nt,nt
O=C(c1ccc(N2CCOCC2)nc1)N1CCCCC1,1.9%,-4.8%,-5.6%[9.22 µM],-2.8%,4.4%[38.3 µM],-7.3%,-1.1%
O=C(O[C@@H](C(=O)O)[C@@H](OC(=O)c1ccccc1)C(=O)O)c1ccccc1,-3.4%[21.7 µM],?,nt,nt,-8.6%,-7.3%,nt
O=C(Cc1c[nH]c2ccccc12)N1CCN(c2ccccc2)CC1,3.8%,-7.9%,-6.4%,-0.8%,1.7%,-2.1%,-0.6%[46 µM]
C[C@@H](C[C@H](N)C(=O)O)C(=O)O,6.8%,5.8%[10 µM],nt,-0.6%[7.66 µM],2.2%&-3.4%,2.5%[9.22 µM],nt
COc1ccc(F)cc1S(=O)(=O)N1CCCCC1,3.5%,19.0%[10 µM],-9.9%[9.22 µM],nt,nt,nt,nt
CC1Cc2ccccc2N1CC(=O)NC(=O)NC1CCCCC1 (centres undefined),-3.6%,2.5%[10 µM],-2.5%,1.2%,9.9%,-13.6%,?
O=C(Nc1ccccc1C(=O)O)c1cncc(Br)c1,1.4%,-17.7%,42.7%,-3.2%,18.7%[38.3 µM],6.5%,-2.0%
N#CC1CN(C(c2ccccc2)c2ccccc2)C1,?,25.4%,-6.8%,4.8%,-0.7%,3.7%,-13.3%[46 µM]
O=C(c1cccc(-c2nnc(-c3ccccc3)o2)c1)N1CCCCC1,6.2%,-22.6%,-12.6%,-5.0%,-4.5%[38.3 µM],14.1µM*,-3.2%
O=c1cc(CSc2nnc(Nc3ccccc3F)s2)nc2sccn12,-5.1%,-97.3%[inhibitor],-25.8%,-2.4%,8.3%,-2.8%,nt
CCn1c(=O)cc(SCC(=O)N2CCN(C(=O)c3ccco3)CC2)c2ccccc21,3.0%,-40.3%[inhibitor],?,-4.2%,-5.9%[38.3 µM],?,?
COc1cc(N2CCCC2)ccc1[N+](=O)[O-],?,nt,9.6%,0.4%,-4.0%,-0.9%,?
O=C(CN1C(=O)NC2(CCCC2)C1=O)N1CCN(S(=O)(=O)c2ccccc2)CC1,-5.8%,-15.9%,12.3%,3.9%,7.8%,20.0%,-7.2%[46 µM]
CCOC(=O)Cn1c(=NC(=O)c2cccs2)sc2cc(C(=O)OC)ccc21,-4.8%,26.7%[10 µM],8.3%,-6.2%,?,?,-13.3%
CN(Cc1ccccc1)C(=O)CCn1c(=O)oc2ccccc21,-4.0%,-19.5%,9.6%,3.2%,-5.3%[38.3 µM],-15.1%,12.1%
Cn1c(SCc2ccc([N+](=O)[O-])cc2)nc2c(c1=O)SCC2,6.3%,-10.1%,-10.8%,3.3%,4.1%,-33.5%[inhibitor],7.8%[46 µM]
COc1ccc(C(=O)CSc2nnc(CN3CCCC3)n2-c2ccc(F)cc2)c(OC)c1,-4.0%,3.9%[10 µM],-6.0%,2.6%,7.3%,-16.9%,-5.7%
O=C(CNC(=O)C12CC3CC(CC(C3)C1)C2)N/N=C\c1ccccn1,8.9%,-32.4%,21.5%,1.8%,4.4%,11.4%,-15.1%[46 µM]
CCC(C)(C)n1nnnc1C(c1ccccc1)N1CCN(Cc2ccccc2)CC1 (centres undefined),3.5%,18.2%[10 µM],9.7%[9.22 µM],-2.5%,8.8%,nt,?
Cc1c(C(=O)Nc2ccc(F)cc2)cn2c(nc3ccccc32)c1C#N,12.1%,10.2%[10 µM],-2.7%[9.22 µM],nt,nt,nt,nt
Cc1ccc([N+](=O)[O-])c(C(=O)Nc2cccnc2Cl)c1,5.0%,-1.6%,6.1%,-1.1%,-6.6%,2.6%,14.6%[9.22 µM]
O=C(COc1ccccc1[N+](=O)[O-])Nc1cc(C(=O)O)cc(C(=O)O)c1,-2.9%,?,-11.4%,-0.3%,15.4%,-9.6%,nt
Fc1ccc(N/N=C2/CCSc3sccc32)c(F)c1,-1.8%,11.1%[10 µM],-1.8%[9.22 µM],nt,nt,nt,nt
COc1ccc(-n2nc3c(c2NC(=O)c2cc(Br)ccc2Cl)CS(=O)C3)cc1 (centres undefined),3.2%,-31.2%,17.8%,-3.7%,-5.0%[38.3 µM],9.1%,2.4%
CC(CCc1ccccc1)NC(=O)C(=O)N1CCOCC1 (centres undefined),3.3%,-6.2%[10 µM],-8.4%[9.22 µM],0.2%,4.6%,nt,11.7%[46 µM]
Cc1cc(C(=O)CSc2nc3ccc(Cl)cc3[nH]2)c(C)n1C,3.3%,12.2%[10 µM],14.8%,-8.7%,6.1%[38.3 µM],19.2%,?
